HepG2 tox = counter-screen for TGF-b inhibitors: cytotoxicity in HepG2 cells; HepG2 CAGA-GFP viability, ATP luminescence, 18 h; Potency, µM (top dose mostly 46.1 µM), without a hit: top-dose activity change, negative = cytotoxicity, hits mostly cytotoxic; hit rate 0.76% among 410,000; AID 588856; also: some results filed as inactive show a strong effect at the top dose
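CellTiter-Glo luminescence gave cytotoxicity after 18 hours at 37 degrees C. The cells were HepG2 CAGA-GFP in 1% FBS DMEM, stimulated with 500 pg/mL TGF-beta after compound addition. %Activity was normalised to no-cell wells (complete cell-killing) and DMSO (no toxicity), and curves were fitted and classified.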
ATXN viability = reduces viability in counter-screen for ATXN expression inhibitors. hit rate 0.49% among 400,000. Potency, µM (top dose mostly 56.7 µM), most hits filed as cytotoxic. S2 cells (HEK-293 line with an ATXN2-luciferase reporter) viability, CellTiter-Fluor protease fluorescence, 24 h; also: nearly all actives have a fitted effect of over 40% in size
TGFb inhibitor = inhibitors of TGF-b signaling. HepG2 CAGA-GFP TGF-b/SMAD3 reporter, GFP fluorescence, 18 h; TGF-beta stimulated, 500 pg/mL final. Potency, µM (doses to about 46.1 µM), for the others: top-dose activity, negative = inhibition, actives largely listed as inhibitors. hit rate 1.2% among 410,000. AID 588855; also: % is scaled to controls: 0 for no effect and ±100 for the full control effect; nearly all actives have a fitted effect of over 65% in size
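HEPG2 CAGA-GFP cells (1000/well, DMEM with 1% FBS) were pre-incubated 2 h at 37 degrees C, given compound by pin tool, then stimulated with TGF-beta at 500 pg/mL final for 18 h before per-cell GFP fluorescence imaging.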
MCF10A rereplic = DNA re-replication induction in MCF 10a cells; MCF 10A DNA re-replication, Hoechst nuclear intensity, 48 h; Potency, µM (highest dose often 46.1 µM), without a hit: at the top dose activity, positive = re-replication, most hits filed as activators; hit rate 2.9% among 350,000; also: % of control where 0% means no effect; nearly all actives have a fitted effect of over 50% in size
EPAC2 antagonist = EPAC2 (human) antagonism; Q8WZA2; EPAC2 GEF exchange of Rap1B-BODIPY-GDP, fluorescence; Potency, µM (doses to about 114 µM), for inactives: at the top dose activity, negative = inhibition, hits mostly inhibitors; hit rate 0.18% among 360,000; also: % is scaled to controls: 0 for no effect and ±100 for the full control effect; nearly all actives have a fitted effect of over 45% in size; many of its hits are not listed in these tables
Target sequence (Q8WZA2 whole entry, looked up): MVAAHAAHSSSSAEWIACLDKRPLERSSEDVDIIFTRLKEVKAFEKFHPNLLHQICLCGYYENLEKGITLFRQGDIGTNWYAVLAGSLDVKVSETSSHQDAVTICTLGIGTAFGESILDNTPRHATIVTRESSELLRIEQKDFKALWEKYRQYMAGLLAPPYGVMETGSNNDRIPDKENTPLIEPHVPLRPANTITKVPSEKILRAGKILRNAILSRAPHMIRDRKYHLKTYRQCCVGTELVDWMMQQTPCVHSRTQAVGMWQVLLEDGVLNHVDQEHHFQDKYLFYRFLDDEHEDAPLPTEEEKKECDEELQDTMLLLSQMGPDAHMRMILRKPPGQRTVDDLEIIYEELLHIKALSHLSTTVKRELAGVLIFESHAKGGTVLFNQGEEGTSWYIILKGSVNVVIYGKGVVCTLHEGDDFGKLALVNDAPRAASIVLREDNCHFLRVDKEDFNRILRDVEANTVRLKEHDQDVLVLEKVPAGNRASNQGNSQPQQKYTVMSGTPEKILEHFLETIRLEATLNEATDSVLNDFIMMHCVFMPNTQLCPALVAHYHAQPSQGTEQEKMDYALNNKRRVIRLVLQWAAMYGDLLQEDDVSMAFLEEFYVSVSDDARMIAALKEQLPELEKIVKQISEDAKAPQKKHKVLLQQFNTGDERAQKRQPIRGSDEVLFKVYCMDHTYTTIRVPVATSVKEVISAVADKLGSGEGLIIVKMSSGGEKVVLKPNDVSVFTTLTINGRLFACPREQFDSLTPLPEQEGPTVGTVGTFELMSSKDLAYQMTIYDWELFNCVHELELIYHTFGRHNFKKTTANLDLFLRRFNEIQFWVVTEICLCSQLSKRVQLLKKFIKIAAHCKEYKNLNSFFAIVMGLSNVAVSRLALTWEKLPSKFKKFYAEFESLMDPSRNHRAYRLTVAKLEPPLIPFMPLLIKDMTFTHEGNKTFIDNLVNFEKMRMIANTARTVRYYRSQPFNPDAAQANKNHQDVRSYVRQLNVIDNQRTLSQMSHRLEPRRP
A549 viability = counter-screen for Nrf2 inhibitors: cytotoxicity in A549 cells; Potency, µM (doses to about 46 µM), without a hit: at the highest dose activity change, negative = cytotoxicity, actives largely listed as inhibitors; hit rate 0.16% among 390,000; AID 504648; A549 ARE-Fluc cells, CellTiter-Fluor viability, 18-24 h; also: % is scaled to controls: 0 for no effect and ±100 for the full control effect
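A549 ARE-Fluc cells in 5% FBS OPTI-MEM, 5000 cells/well, rested 2 h then exposed to compounds in concentration-response for 18-24 h at 37 °C. Viability by CellTiter-Fluor fluorescence (Ex 405/Em 525) after 30 min; luciferase luminescence (BugLite, 15 min, RT) read afterwards.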
Nrf2 inh = inhibitors of Nrf2 signaling | A549 ARE-Fluc reporter, luciferase luminescence, 18-24 h | Potency, µM (titrated, usually from 46 µM), without a hit: at the highest dose activity change, negative = inhibition, hits mostly inhibitors | hit rate 2.1% among 360,000 | AID 504444; also: % is scaled to controls: 0 for no effect and ±100 for the full control effect; nearly all actives have a fitted effect of over 60% in size
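Quantitative HTS in A549 cells stably bearing an antioxidant response element-firefly luciferase construct. Inhibition of Nrf2-driven transcription was scored by luminescence after 18-24 h of compound exposure at 37 °C.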
ATXN2 expr inh = ATXN2 expression inhibition; hit rate 0.72% among 360,000; AID 1745845; HEK-293 ATXN2-luciferase reporter, luminescence, 24 h; Potency, µM (top dose mostly 57 µM), for inactives: at the highest dose activity change, negative = inhibition, usual class: inhibitors; also: % is scaled to controls: 0 for no effect and ±100 for the full control effect; nearly all actives have a fitted effect of over 55% in size
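qHTS (up to 57 uM final) was run with 24 h compound exposure of reporter cells at 37 °C. Each well was multiplexed: SteadyGlo luminescence measured ATXN2-luciferase expression after a fluorogenic Gly-Phe-AFC viability readout (25 uM final).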
Nrf2 activator = activates Nrf2 signaling. AREc32 ARE-luciferase reporter (MCF7-derived line), luminescence, 24 h. hit rate 0.31% among 410,000. Potency, µM (top dose mostly 46.1 µM), inactives show at the top dose activation, actives largely listed as activators. AID 624171; also: % of control where 0% means no effect; nearly all actives have a fitted effect of over 65% in size
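For detection, Steady-Glo was added and plates sat 30 min at RT; before that, AREc32_Fluc cells grown overnight in OPTI-MEM/5% FBS had been treated with 23 nL compound for 24 hr at 37 deg C.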
* = called active by the depositor; i = inactive; u = inconclusive; x = no result given; & = joins results of further samples; [ ] = another dose, or the depositor's remark. Calls follow the shape of the dose curve; as a rule, active = well fitted curve in the direction sought with a large enough effect; inconclusive = small, poorly fitted or top-dose-only effect, or another doubt; inactive = no such curve, though single readings can be large; an effect the other way counts as inactive or inconclusive. Potency is read from the fitted curve at half-maximal effect. A portion of the library; count on the stated rates, not on these rows.

| no. | SMILES | HepG2 tox | ATXN viability | TGFb inhibitor | MCF10A rereplic | EPAC2 antagonist | A549 viability | Nrf2 inh | ATXN2 expr inh | Nrf2 activator |
| --- | --- | --- | --- | --- | --- | --- | --- | --- | --- | --- |
| 1 | Cc1oc2cc3oc(=O)c(CCC(=O)N4C[C@H]5C[C@@H](C4)c4cccc(=O)n4C5)c(C)c3cc2c1C | -14% | i | -7% | 3% | -16% | -3% | u | u | -0.8% |
| 2 | COc1ccccc1CCN1CCCC(CN(C)C(=O)c2ccco2)C1 (configuration not stated) | 0% | i | -3% | 1% | -5% | 5% | 0% | -15% | 0.2% |
| 3 | Cc1ccc(S(=O)(=O)c2c(N)n(CCCN(C)C)c3nc4ccccc4nc23)cc1 | -50% | i | u | 21µM* | -7% | 25% | 14% | x | -0.8% |
| 4 | CSc1ncccc1C(=O)OCC(=O)Nc1nc(C)c(Cl)cc1Cl | -1% | i | 2% | 4% | -6% | 6% | 10% | -7% | 0.1% |
| 5 | COc1cc(C(=O)Nc2nc3ccc(C)cc3s2)ccc1OCc1c(C)noc1C | -37% | u | -20% | 0% | 7% | -6% | 2% | -19% | -1.9% |
| 6 | Cc1cc(=O)n2c3ccccc3n(C)c2n1 | 11% | i | -8% | u | 4% | -2% | -29% | 14% | 2.7% |
| 7 | CC(C)(C)NC(=O)NC(=O)CN1CCN(S(=O)(=O)/C=C/c2ccccc2)CC1 | 4% | i | 18% | -7% | -15% | -3% | u | -7% | -0.6% |
| 8 | CCOc1ccc(C(=O)NCC(=O)N2CCCCCCC2)cc1 | -23% | i | 2% | 2% | 4% | 1% | 1% | x | 0.7% |
| 9 | COc1ccc(CNC(=O)CS(=O)(=O)Cc2nc(-c3ccc(OC)cc3)oc2C)cc1 | -9% | i | 3% | 0% | 0% | 0% | -26% | -1% | -0.3% |
| 10 | CC(C)Nc1nc(Nc2ccc(C(N)=O)cc2)c2sccc2n1 | 9% | i | -10% | x | 8% | x | x | 9% | 13% |
| 11 | Cn1c(=O)oc2cc(S(=O)(=O)NCc3cccnc3)ccc21 | -15% | i | -6% | 0% | 1% | 6% | 1% | 6% | -0.1% |
| 12 | Clc1ccc(Cc2ccc(SCc3ccccc3)nn2)c(Cl)c1 | -17% | x | 4% | 16% | -7% | -13% | u | x | -1.2% |
| 13 | CCOC(=O)C1=NNC(C(=O)c2ccccc2)C1c1ccc(Cl)cc1 (configuration not stated) | -22% | i | -5% | 29% | u | -8% | u | -2% | 4.2% |
| 14 | COC(=O)C1CCN(C(=O)C2CCCCC2)CC1 | 1% | i | -19% | 11% | 0% | -7% | -4% | -1% | -0.8% |
| 15 | O=C(COc1ccc2c(c1)CCC2)Nc1ccccn1 | -22% | i | -7% | -2% | 15% | 4% | u | -13% | 5.4% |
| 16 | Cc1cc(NC(=O)COc2ccc3c(C)c(C)c(=O)oc3c2)no1 | -12% | i | -4% | x | 5% | x | x | x | 0.3% |
| 17 | O=C(Nc1cccc(C(=O)N2CCCCC2)c1)c1nsc2ccccc12 | -50% | u | u | x | x | -3% | x | 12% | 3.9% |
| 18 | COc1ccc(Cl)cc1NC(=O)Cn1cc(S(=O)(=O)Cc2cccc(Cl)c2)c2ccccc21 | 5% | x | u | x | x | -24% | -12% | x | 1.4% |
| 19 | Cc1ccccc1NC(NC(=O)c1cccs1)C(Cl)(Cl)Cl (configuration not stated) | 0% | i | -12% | u | -10%[57.1 µM] | -13% | u | -11% | 0.2% |
| 20 | COC(=O)c1ccc(NC(=O)c2nn(C)c3c2CS(=O)(=O)c2ccccc2-3)cc1 | -29% | i | -2% | x | x | 9% | -24% | 7% | -1.0% |
| 21 | COC(=O)Cn1c(=O)c2c(nc3n2CCN3c2ccc(F)cc2)n(C)c1=O | -21% | x | -21% | x | x | 13% | -9% | x | 9.4% |
| 22 | COc1cccc(NC(=O)c2ccccc2Oc2ccccc2)c1 | -8% | i | -21% | -1% | u | 1% | -25% | -6% | 0.9% |
| 23 | c1ccc(C2OCCN2c2ccccc2)cc1 (configuration not stated) | -4% | i | 18% | 0% | -3% | 1% | 5% | 5% | -0.3% |
| 24 | Nc1cc(=O)[nH]c2nnc(SCC(=O)Nc3cccc4ccccc34)n12 | 3% | i | 7% | 5% | -1% | -3% | 6% | -2% | -0.3% |
| 25 | O=C(COC(=O)CNC(=O)c1ccccc1Cl)Nc1cc(C(F)(F)F)ccc1Cl | -6% | i | -5% | 15µM* | -3% | -2%&8% | u | -16% | 2.8% |

Part of the list above in order of count of non-hydrogen atoms, low to high:
| no. | SMILES | HepG2 tox | ATXN viability | TGFb inhibitor | MCF10A rereplic | EPAC2 antagonist | A549 viability | Nrf2 inh | ATXN2 expr inh | Nrf2 activator |
| --- | --- | --- | --- | --- | --- | --- | --- | --- | --- | --- |
| 19 | Cc1ccccc1NC(NC(=O)c1cccs1)C(Cl)(Cl)Cl (configuration not stated) | 0% | i | -12% | u | -10%[57.1 µM] | -13% | u | -11% | 0.2% |
| 8 | CCOc1ccc(C(=O)NCC(=O)N2CCCCCCC2)cc1 | -23% | i | 2% | 2% | 4% | 1% | 1% | x | 0.7% |
| 4 | CSc1ncccc1C(=O)OCC(=O)Nc1nc(C)c(Cl)cc1Cl | -1% | i | 2% | 4% | -6% | 6% | 10% | -7% | 0.1% |
| 17 | O=C(Nc1cccc(C(=O)N2CCCCC2)c1)c1nsc2ccccc12 | -50% | u | u | x | x | -3% | x | 12% | 3.9% |
| 21 | COC(=O)Cn1c(=O)c2c(nc3n2CCN3c2ccc(F)cc2)n(C)c1=O | -21% | x | -21% | x | x | 13% | -9% | x | 9.4% |
| 20 | COC(=O)c1ccc(NC(=O)c2nn(C)c3c2CS(=O)(=O)c2ccccc2-3)cc1 | -29% | i | -2% | x | x | 9% | -24% | 7% | -1.0% |

Further compounds
| no. | SMILES | HepG2 tox | ATXN viability | TGFb inhibitor | MCF10A rereplic | EPAC2 antagonist | A549 viability | Nrf2 inh | ATXN2 expr inh | Nrf2 activator |
| --- | --- | --- | --- | --- | --- | --- | --- | --- | --- | --- |
| 26 | COC(=O)c1ccccc1NC(=O)c1cc2ccccc2o1 | -10% | i | 0% | 0% | 12% | 1% | u | 17% | 2.5% |
| 27 | COc1cc(C(CCN2CCCC2)c2c(OC)cc(OC)c3c(-c4ccccc4)cc(=O)oc23)cc(OC)c1OC (configuration not stated) | -78%&-32% | x | u | 2% | -18% | -4%&-6% | 6%&19% | u | 11% |
| 28 | CCCCCCn1c(=O)c(F)cn(Cc2ccc(OC)c([N+](=O)[O-])c2)c1=O | -24% | i | 0% | 16% | -3% | -3% | 1% | 3% | 0.6% |
| 29 | CSc1ncccc1C(=O)OCC(=O)NCCCc1ccccc1 | 3% | i | 2% | -4% | 1% | -1% | 13% | 12% | -0.6% |
| 30 | COCCCNC(=O)CCN1N=C(c2ccccc2)CCC1=O | -12% | i | 7% | -11% | -7% | 0% | -6% | 10% | -1.3% |
| 31 | Cc1cccc(C(=O)Nc2ccccc2C(=O)NCc2cccnc2)c1 | -21% | i | 0% | 0% | -5% | 0% | -29% | -15% | -0.6% |
| 32 | CCO[C@H]1OC(C(=O)N2CCN(C)CC2)=C[C@@H](c2ccc(Br)cc2)[C@@H]1CCCO | 6% | i | 4% | 2% | 5% | 1% | 10% | 7% | 0.2% |
| 33 | COc1ccc(C(=O)N2CCC(C(=O)Nc3cccc(C)c3)CC2)cc1OC | -19% | i | -7% | -1% | 2% | -2% | 0% | 6% | -0.6% |
| 34 | CCOC(=O)c1ccc(NC2c3ccccc3C(=O)N2c2cccnc2)cc1 (configuration not stated) | -27% | u | -21% | 9% | 12% | -10% | 15% | -28% | 0.6% |
| 35 | Cc1c(NC(=S)Nc2cccc(Cl)c2)c(=O)n(-c2ccccc2)n1C | 1% | i | -8% | 2% | -2% | -4% | 7% | -1% | -0.5% |
| 36 | Cc1cc(C)nc(SCCC(=O)Nc2ccccc2Cl)n1 | -10% | i | 12% | -1% | -14% | 0% | 12µM* | -10% | 0.1% |
| 37 | CC(=O)c1c(C)[nH]c(C(=O)OCC(=O)N(C)c2c(N)n(Cc3ccccc3)c(=O)[nH]c2=O)c1C | -4% | i | 8% | 7% | -5% | -4% | 5% | 9% | 0.3% |
| 38 | COc1ccc(NC(=S)N2CCC(C(=O)c3ccc(Cl)cc3)CC2)cc1 | 5% | x | -4% | 3% | 10% | -3% | -19% | x | 0.0% |
| 39 | COc1ccc(CNC[C@H]2O[C@@H](n3ccc(=O)[nH]c3=O)[C@H](O)[C@@H]2O)cc1 | 0% | i | -12% | x | 11% | x | x | 6% | 0.0% |
| 40 | CCc1nnc2c(Nc3cccc(C(C)=O)c3)nc3ccccc3n12 | 5% | x | 0% | x | x | 14% | 5% | x | 1.4% |
| 41 | Cc1ccc2onc(CC(=O)N3CCN(c4ccc(F)cc4)CC3)c2c1 | -13% | i | -6% | x | x | u | 16µM* | -4% | 0.2% |
| 42 | CC(C)Nc1nc(NCCN2CCCC2)c2sc(-c3ccccc3)cc2n1 | -8% | i | u | x | 2% | x | x | u | 6.4% |
| 43 | CCOc1ccc(NC(=O)c2nc(S(=O)(=O)Cc3ccccc3F)ncc2Cl)cc1 | 6.3µM* | x | 3.2µM* | x | x | u | u | x | u |
| 44 | COC(=O)Cc1cc(=O)oc2cc(OC)ccc12 | -15% | i | -26% | 4% | 0% | u | -5% | 10% | 0.3% |
| 45 | O=C(c1cc(Br)ccc1Cl)N1CCN(c2ncccn2)CC1 | -17% | i | -18% | 3% | 1% | 17% | u | u | -0.4% |
| 46 | CCCCn1nc(C(=O)NCC(c2cccs2)N2CCOCC2)c2ccccc2c1=O (configuration not stated) | -30% | u | -24% | 7% | -5% | -2% | -2% | u | 0.9% |

Screening results (PubChem)
